# Screening results from PubChem.
# TTR transcr act – activators of transthyretin transcription; SH-SY5Y TTR promoter Gaussia luciferase, luminescence; 100% = recombinant luciferase protein wells; activation, % at 16.7 µM; 92,000 compounds, 1.3% hits;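 active = activation above the mean of all tested compounds plus 3 SD, cut at about 9.5% in these data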;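 note: cells exposed to compounds for one day before reading; 0% = median of all test compound wells on the plate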
# * = called active by the depositor. The list is partial, so the mix of outcomes need not match the whole.
SMILES,TTR transcr act
COc1ccc(NC(=O)CN(C)C(=O)CCC(=O)c2ccc(C)cc2)cc1,0.4
CC1CN(C2=NC(=O)/C(=C/c3ccncc3)S2)CC(C)O1 (configuration not stated),1.4
CCOC(=O)Cn1c(=O)oc2cc(S(=O)(=O)Nc3cc(Cl)ccc3OC)ccc21,1.6
COc1ccc(C2CN=NC23CCc2ccccc2C3=O)cc1 (configuration not stated),0.3
CCOC(=O)C(=Cc1ccccc1OC)C(=O)OCC,-2.1
O=C(NCCOc1ccccc1)C1CCC(=O)N(CCN2CCOCC2)C1 (configuration not stated),1.4
Brc1cccc(Cn2ccc3ccc(-c4ccc5ccn(Cc6cccc(Br)c6)c5c4)cc32)c1,-0.8
O=C(NN=Cc1ccc(F)c(F)c1)c1ccc(NS(=O)(=O)c2cccs2)cc1,0.1
CCOC(=O)c1sc(S(C)(=O)=O)c2c1CC(C)(C)C/C2=N/O,2.8
COc1ccc(CCC(=O)OCC(=O)Nc2sccc2C#N)cc1,-1.2
O[C@H]1CN(Cc2cccs2)[C@@H](c2ccc(Cl)cc2)C[C@@H]1n1cc(C2CC2)nn1,1.6
CC(C)c1ccccc1NC(=O)Nc1nnc([C@@H]2C[C@H](O)[C@@H](CO)O2)s1,0.7
O=C1NC[C@@H](CCCCN2C[C@H](Cc3ccc(O)cc3)N(CCC3CCCCC3)C(=O)C2=O)N(Cc2ccccc2)C1=O,3.2
COc1ccc(NC(=O)c2c(C)noc2-c2snnc2C)cc1,0.2
CCOC(=O)C1CCN(CC(=O)Nc2c(C(=O)OC)[nH]c3cccc(Cl)c23)CC1,-0.3
CCOC(=O)c1ccc(S(=O)(=O)NCCN(CC)CC)cc1,-1.4
COc1c(C)cc(S(=O)(=O)N2CCCC2)c(C)c1C,2.8
CCCSc1ccc([C@H]2N[C@@](CC(C)C)(C(=O)OC)[C@H]3C(=O)N(CC)C(=O)[C@@H]23)cc1,0.3
CC(=O)N1C=CN(C(C)=O)C(c2cn(C)c3ccccc23)C1c1cn(C)c2ccccc12 (configuration not stated),-1.0
Cc1csc(SCC(=O)NCc2cccc(Cl)c2)n1,0.7
Cc1ccc(C2=NN(C(=O)CCC(=O)O)C(c3cn(-c4ccccc4)nc3-c3ccc(C)cc3)C2)cc1 (configuration not stated),-1.6
Cc1nnc(SCC(=O)N2CCCCCC2)n(N)c1=O,0.8
O=C(Nc1ccc(N2CCCC2)c(Cl)c1)c1ccccc1[N+](=O)[O-],1.2
COc1ccc(/C=C/C(=O)NCC2COc3ccccc3O2)cc1OC (configuration not stated),-3.3
CC(C)NC(=O)c1ccc(CONC(=O)OCc2ccccc2)cc1,-1.3

# The listing continues:
SMILES,TTR transcr act
COc1ccc(C(C)(C)C)cc1S(=O)(=O)N1CCN(C)CC1,6.2
CCCCC(=O)OCC(=O)Nc1ccc(OC(F)F)cc1,2.2
CCCCC(=O)NCCc1cc2c(C)ccc(C)c2[nH]c1=O,-1.5
COc1cccc(N2CN(C3CCCCC3)CNC2=S)c1,-0.5
COc1cccc(C(=O)COC(=O)C(C)N2C(=O)C3C4C=CC(C4)C3C2=O)c1 (configuration not stated),3.6
O=C1NC(c2ccncc2)Nc2ccccc21 (configuration not stated),-1.1
COc1ccc(-c2cc(=O)oc3c(O)c(O)ccc23)cc1,-1.3
C=CCOC(=O)C1=C(C)NC(SCC)=C(C#N)C1c1ccc(Cl)cc1 (configuration not stated),-3.5
CC(Cc1cccs1)NC(=S)Nc1ccccc1 (configuration not stated),-1.4
CCOc1ccc(NC(=O)CN(C)C(=O)c2c(C)nn(Cc3ccccc3Cl)c2C)cc1OCC,-0.6
Cc1ccc(C)c(NC(=O)c2cccc(Oc3ccc([N+](=O)[O-])cc3Cl)c2)c1,-1.3
Cc1nccn1C(c1ccccc1)c1ccccc1,-1.3
CCc1c(C)sc(NC(=S)N2CCN(C(=O)C3CCCO3)CC2)c1C(=O)OC (configuration not stated),-0.5
COc1cc(O)c(C(CC(=O)N2CCCC(C)C2)c2ccc(N(C)C)cc2)c(OC)c1 (configuration not stated),-0.2
COc1ccc(CNCc2cccc(C)c2)cc1,0.0
O=C(CCNC(=O)c1ccc(Cl)cc1)NN1C(=O)NC2(CCCCC2)C1=O,1.8
C[C@H](NC(=O)c1nc[nH]c1C(=O)NCC(=O)OC(C)(C)C)c1ccccc1,-0.6
C=CCNc1nc(C2(C)CC3(CC(C)OC3=O)C(=O)O2)cs1 (configuration not stated),0.0
Cc1cc(C)n2c(NCc3ccccc3)c(-c3cc4ccccc4o3)nc2n1,2.2
O=C1C(Cl)=C(N2CCOCC2)C(=O)N1c1ccc(Br)cc1,-0.2
COc1cc(C(C(=O)NC2CCCCC2)N(C(=O)c2cnccn2)c2ccccc2)cc(OC)c1OC (configuration not stated),-0.9
Cc1ccc(C(=O)CCC(=O)OCC(=O)Nc2nnc(-c3ccccc3)o2)cc1,4.2
O=C(CN(C1CCCCC1)S(=O)(=O)c1ccc(F)cc1)NC1CC1,-1.5
Nc1nc(NCCCN2CCOCC2)nc(NCc2ccccc2)c1[N+](=O)[O-],2.3
CCCNC(=S)N1CCC(C(=O)c2ccc(F)cc2)CC1,5.8

# (next part)
SMILES,TTR transcr act
O=C1c2cccnc2C(Nc2ccccc2)N1Cc1ccco1 (configuration not stated),-0.8
O=C(COc1ccccc1Cl)Nc1ccc2c(c1)C(=O)NC2=O,1.3
CN(C(=O)CSc1nc(-c2ccccc2)cn1N)C(c1ccccc1)c1ccccc1,-2.1
COc1ccc([C@H]2CC(=O)C=C(c3cccc(CO)c3)C2)cc1,-2.1
Cc1cc(C(=O)N/N=C/c2ccccc2[N+](=O)[O-])c(C)o1,4.2
O=C(Nc1ccccc1)c1ccc(CN2CCc3ccccc3C2)cc1,-4.1
COc1ccc(Nc2nnc(SC(C)C(=O)NC3CC3)s2)cc1 (configuration not stated),1.5
O=C1N[C@@H](Cc2ccccc2)C(=O)N2[C@@H]3N(S(=O)(=O)c4ccccc4)c4ccccc4[C@]3(Br)C[C@@H]12,-0.1
C=CCN(C(=O)c1csnn1)C(C(=O)NC1CCCCC1)c1ccccc1F (configuration not stated),0.1
CN1N=C(C(C)(C)C)CC1=O,-5.1
CCc1ccccc1NC(=O)c1ccc(-c2csc(C)n2)cc1,-2.0
CC1Oc2ccccc2C=C1/C=N/NC(=O)c1ccncc1 (configuration not stated),-3.2
O=C(/C=C/c1ccc(F)cc1)NC(=S)N1CCOCC1,1.4
O=C(Nc1nc2ccccc2n1CCN1CCCC1)C1CCCCC1,2.2
COc1cc2nc(CN(C)Cc3ccc(C(C)(C)C)cc3)[nH]c(=O)c2cc1OC,0.9
Cc1nc2ccccn2c1P(=O)(c1ccccc1)c1ccccc1,1.0
Cc1ccc2c(COC(=O)c3ccccc3OC(F)F)cc(=O)oc2c1,1.1
CCOC(=O)c1c(C)[nH]c(=S)c(C#N)c1-c1ccc(Cl)cc1,-0.4
O=C(COc1ccc(Cl)cc1)OCC(=O)N1CCCc2ccccc21,0.1
CCCCCn1nnnc1-c1nc2cc(C)c(C)cc2[nH]c1=O,1.5
O=C(O)CCNC(=O)c1cncc(Br)c1,-0.3
CCC1(C)Cc2sc3c(=O)[nH]c(=S)[nH]c3c2CO1 (configuration not stated),18*
COc1ccccc1CCc1nnc(CCC(=O)NCCCOc2cccnc2)o1,-0.9
COc1ccc2sc(NC(=O)c3ccco3)nc2c1,-1.8
COc1ccc(OCC2CNC(=O)O2)cc1 (configuration not stated),1.4

# Three compounds already listed, ordered by the number in TTR transcr act, rising:
SMILES,TTR transcr act
O=C(Nc1ccccc1)c1ccc(CN2CCc3ccccc3C2)cc1,-4.1
COc1ccc([C@H]2CC(=O)C=C(c3cccc(CO)c3)C2)cc1,-2.1
Cc1nc2ccccn2c1P(=O)(c1ccccc1)c1ccccc1,1.0

# For reference, part of the list above:
SMILES,TTR transcr act
CCc1ccccc1NC(=O)c1ccc(-c2csc(C)n2)cc1,-2.0
CC1Oc2ccccc2C=C1/C=N/NC(=O)c1ccncc1 (configuration not stated),-3.2
O=C(/C=C/c1ccc(F)cc1)NC(=S)N1CCOCC1,1.4
O=C(Nc1nc2ccccc2n1CCN1CCCC1)C1CCCCC1,2.2
COc1cc2nc(CN(C)Cc3ccc(C(C)(C)C)cc3)[nH]c(=O)c2cc1OC,0.9
Cc1nc2ccccn2c1P(=O)(c1ccccc1)c1ccccc1,1.0
Cc1ccc2c(COC(=O)c3ccccc3OC(F)F)cc(=O)oc2c1,1.1
CCOC(=O)c1c(C)[nH]c(=S)c(C#N)c1-c1ccc(Cl)cc1,-0.4
O=C(COc1ccc(Cl)cc1)OCC(=O)N1CCCc2ccccc21,0.1
CCCCCn1nnnc1-c1nc2cc(C)c(C)cc2[nH]c1=O,1.5
O=C(O)CCNC(=O)c1cncc(Br)c1,-0.3
CCC1(C)Cc2sc3c(=O)[nH]c(=S)[nH]c3c2CO1 (configuration not stated),18*
COc1ccccc1CCc1nnc(CCC(=O)NCCCOc2cccnc2)o1,-0.9
COc1ccc2sc(NC(=O)c3ccco3)nc2c1,-1.8
COc1ccc(OCC2CNC(=O)O2)cc1 (configuration not stated),1.4

# (further entries)
SMILES,TTR transcr act
COc1cc(/C=C2\C(=N)N3N=CSC3=NC2=O)cc(Br)c1OC(=O)c1ccco1,7.0
C[C@H](NC(=O)OC(C)(C)C)C(=O)N/N=C/c1cccc2nccnc12,-0.6
Cc1cc2c(cc1C)[n+](C)cn2CC(O)COCC1CC=CCC1 (configuration not stated),0.3
O=C(CCn1c(=O)oc2ccccc21)NCCCN1CCN(c2ccc(F)cc2)CC1,0.2
CCOc1ccc2c(c1)c(=O)c(S(=O)(=O)c1ccc(CC)cc1)cn2C,-0.5
COc1ccc(-c2noc(-c3ccc(Cl)cc3[N+](=O)[O-])n2)cc1OC,0.6
O=C1c2ccccc2NC(c2ccc(Br)s2)N1O (configuration not stated),-3.1
O=C(Nc1cc(C(F)(F)F)ccc1N1CCOCC1)c1cccc(F)c1,3.9
CCc1ccc(/C=C2\Oc3c(ccc(O)c3CN3CCN(CCO)CC3)C2=O)cc1,-0.8
O=C(Nc1ccc(Br)cc1)Nc1ccccc1F,-2.9
CC1CCN(C(=S)c2cn(Cc3ccc(F)cc3)c3ccccc23)CC1,1.9
COc1cc(NC(=O)CSc2nnnn2C2CCCC2)cc(OC)c1,2.3
O=C(CSc1ccc(-c2cccnc2)nn1)Nc1ccc(F)c(F)c1,-1.8
O=C(NCc1ccccc1)C(c1ccc(C(F)(F)F)cc1)n1c(=O)c(-c2ccccc2)nc2ccccc21 (configuration not stated),-2.0
CCN(CC)c1ccc(/C=N/NC(=O)CCC(=O)NCc2ccccc2)c(O)c1,-2.6
Cc1ccc(C(=O)O/N=C(\N)c2cccnc2)cc1[N+](=O)[O-],-0.6
CC(C)c1ccc(/C=N/NC(=O)C(=O)NCCCN2CCOCC2)cc1,0.7
CN(C)S(=O)(=O)c1cccc(C(=O)Nc2n[nH]c(C(F)(F)F)n2)c1,2.4
Cc1[nH]c2ccc(C(=O)N3CCN(c4ccccn4)CC3)cc2c1C,1.0
O=C1Nc2ccc(Cl)cc2C(=O)C1(F)c1ccccc1 (configuration not stated),-1.3
O=C(CNC(=O)OCc1ccccc1)NCC(=O)N1CCCC1C(=O)OCc1ccccc1 (configuration not stated),0.0
CC(C)c1ccc(NC(=O)c2cccc(Br)c2)cc1,-1.4
CCOC(=O)N1CCN(C(=O)C[C@H]2C[C@@]3(C(=O)OC)C(=C[C@H](C4CCCC4)O[C@@H]3C)N(CCC3=CCCCC3)C2=O)CC1,2.0
CCN1CCCC1CNC(=O)C(=O)NC (configuration not stated),0.8
O=C(Nc1cccc(Cl)c1)c1ccncc1,-0.7

# Remaining list, next part
SMILES,TTR transcr act
Cc1nn(Cc2ccc(Cl)cc2)c(C)c1NC(=O)c1noc2c1CCc1ccccc1-2,-0.3
C=CCn1c(-c2ccc3[nH]c(C)c(C)c3c2)n[nH]c1=S,2.7
OCCN1CCN(C(=S)c2ccc(Br)cc2)CC1,1.1
CCC/C(=N\NC(=O)CNC(=O)c1ccc(Cl)cc1)c1ccccc1,0.1
COc1ccccc1-c1nc(-c2ccccc2)[nH]c(=O)c1C#N,1.5
N/C(=N\OC(=O)c1ccc([N+](=O)[O-])cc1)c1cccnc1,-0.2
COc1ccccc1CC(=O)Nc1c[nH]c(=O)[nH]c1=O,0.3
CCOC(=O)N1CCN(c2cc(=O)n(-c3ccc(OC)cc3)c(=O)[nH]2)CC1,9.7*
N#Cc1ccccc1NC(=O)COC(=O)c1ccc(F)cc1F,-0.6
Cc1nc2ccsc2c(=O)n1-c1ccc(Cl)cc1,1.0
CCCC(=O)Nc1ccc(Cl)c(NC(=O)C(C)(C)C)c1,0.5
Cc1ccc(N/N=C(\C#N)C(N)=S)cc1C,-1.8
CCn1c(CC(=O)Nc2ccccc2F)nnc1SCC(=O)Nc1nnc(C)s1,-0.6
CN1CCN(C2Cc3ccc(Cl)cc3Sc3ccc(F)cc32)CC1 (configuration not stated),-0.4
CC1(C)N=c2ccc([N+](=O)[O-])c(N)c2=[N+]1[O-],-0.9
CCCCc1nc(Cl)c(C#N)c2c1CSC(C)(C)C2,-2.3
O=C(CSc1nnc(COc2cccc3cccnc23)o1)c1ccc(F)cc1,0.5
CC1CCN(C(=O)Cn2cc(C#N)c3ccccc32)CC1,-1.7
Cc1cccc(-n2c(-c3ccoc3C)n[nH]c2=S)c1,0.3
O=C(NC(Cc1ccccc1)c1ccc2c(c1)OCCCO2)c1ccccc1 (configuration not stated),1.9
CC1=C(C(=O)O)N2C(=O)C(NC(=O)c3ccccc3Cl)C2SC1 (configuration not stated),-1.5
CCC(=O)Nc1ccc(-c2nc3ccccc3c(=O)o2)cc1,-1.2
Fc1ccc(Cl)cc1/C=N/n1cnnc1SCc1ccccc1,-0.5
O=C1CCC([N+](=O)[O-])C(c2ccc(Cl)cc2Cl)N1 (configuration not stated),1.5
Cc1cccc(C)c1NC(=O)NN=C1CCCCC1,3.4

# More entries follow.
SMILES,TTR transcr act
CC(C)NC(=O)c1cccc(C(F)(F)F)c1,4.3
Cc1ccc(C(C)(C)C)c(OCCCCN2CCCC2)c1,-2.6
N#Cc1cc(Oc2cccnc2)c(Oc2cccnc2)cc1C#N,6.6
CC(C)S(=O)(=O)c1cnc(-c2ccccn2)nc1N,0.8
CCOC(=O)c1ccc(NC(=O)c2nc[nH]c2C(=O)N2CCN(C(=O)OC(C)(C)C)CC2)cc1,5.2
O=C1NC[C@H](CCCCN2C[C@H](Cc3ccc(O)cc3)N(CC3CCCCC3)C(=O)C2=O)N(Cc2ccccc2)C1=O,0.2
O=C(C[n+]1cccc(/C=N/O)c1)N(Cc1ccccc1)Cc1ccccc1,-0.8
